# A-T KAP1 phos – qHTS Assay for Identifying a Potential Treatment of Ataxia-Telangiectasia; […] A-T fibroblasts, KAP-1 phosphorylation AlphaLISA; neocarzinostatin DNA damage 30 min before lysis; Potency, µM (highest dose often 57.5 µM), for the others: at the highest dose activation, hits mostly activators; hit rate 0.19% among 320,000; AID 485349, 2010; note: potency is the fitted concentration of half-maximal effect; % of control where 0% means no effect; nearly all actives have a fitted effect of over 45% in size
#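 ATM-like activity read as KAP-1 phosphorylation via AlphaLISA donor/acceptor antibody pairs after lysis and 6 hr at 25C. Cells were ATM-null patient fibroblasts ([…], hTERT), dosed 60 min, then exposed to the DSB inducer NCS for 30 min.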
# p53 reactivator – qHTS assay for re-activators of p53 using a Luc reporter | hit rate 0.063% among 320,000 | AID 504706, 2011 | H1299 p53-A138V BP100-luciferase reporter, luminescence, 24 h | Potency, µM (top dose mostly 92.2 µM), for the others: top-dose activity change, positive = activation, actives largely listed as activators; note: potency is the fitted concentration of half-maximal effect; % of control where 0% means no effect; nearly all actives have a fitted effect of over 45% in size
#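 p53-null H1299 cells stably carrying temperature-sensitive p53-A138V and a BP100-luciferase reporter were pinned with compounds (4-point, 1:5 series) and held 24 hrs at 37 deg C. Luminescence was read 10 min after detection reagent.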
# BRCA1 expr act – qHTS Assay to Identify Small Molecule Activators of BRCA1 Expression | MCF7-BRCA1-FFLuc reporter, luminescence, 48 h; response scale: scaled: vehicle 0%, 10 µM genistein 100% | Potency, µM (highest dose often 46.1 µM), for the others: at the top dose activation, actives largely listed as activators | hit rate 1.1% among 380,000 | AID 624202, 2012; note: potency is the fitted concentration of half-maximal effect; nearly all actives have a fitted effect of over 80% in size; some results filed as inactive show a strong effect at the top dose
#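 Luminescence from a BRCA1-driven firefly luciferase in MCF7 cells was read after 48 h compound exposure at 37 C. Data normalized against DMSO and a 10microM genistein activation control, then curve-fitted across the titration.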
# CXXC DNA block – qHTS Fluorescence Polarization Assay for Inhibitors of MLL CXXC domain - DNA interaction; MLL-CXXC / FITC-HOXA9 DNA fluorescence polarization; Histone-lysine N-methyltransferase 2A (Homo sapiens), Q03164; hit rate 0.037% among 290,000; Potency, µM (top dose mostly 115 µM), inactives show at the top dose activity change, negative = inhibition, actives largely listed as inhibitors; active = well fitted inhibition curve with a large enough effect in the polarisation, with a control signal flat, not every such curve was filed as active; inconclusive = small, poorly fitted or top-dose-only effect, or effect the other way, or a change in a side signal; inactive = no such curve, though single readings can be large or run the other way; the % refers to the polarisation; note: potency is the fitted concentration of half-maximal effect
#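 Fluorescence polarization: 7 uM MLL-CXXC (stock) preincubated 5 min with compounds, then 50 nM fluorescein-HOX-A9 DNA (stock) added; 30 min ambient. Buffer 50 mM Tris-HCl pH 7.5, 50 mM NaCl, 1 mM DTT, 0.05% BSA.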
# TCR activator – Activators of T cell receptors: qHTS campaign; primary human leukocytes, anti-CD3, IL-2 HTRF, 48 h; Potency, µM (highest dose often 9.22 µM), for the others: at the highest dose activation of IL-2 secretion, usual class: activators; 330,000 tested, under 10 active; AID 504894, 2011; note: % of control where 0% means no effect
#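 Primary human leukocytes receive a-CD3 beads and test compound and are incubated 48 hr. Secreted IL-2 is then assayed by HTRF, measuring 665nm acceptor emission after 320nm excitation of the europium donor.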
# Integrin act MD – qHTS for Activators of Integrin-Mediated Alleviation for Muscular Dystrophy. alpha7betagal myoblasts, beta-gal FDG fluorescence, 48 h. Potency, µM (highest dose often 38.3 µM), inactives show at the top dose activation, actives largely listed as activators. hit rate 0.064% among 350,000;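 note: potency is the fitted concentration of half-maximal effect; 100% = response of the positive control SU9516; nearly all actives have a fitted effect of over 60% in size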
#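 alpha7betagal+/- myoblasts (passage 13, 250/well) treated 48 h at 37C with compounds at 1:260 dilution of DMSO stock. Lysed, then beta-galactosidase activity read as FDG fluorescence (ex 480/em 540) after 30 min, with pre-read for autofluorescence.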
# TSG101-PTAP inh – qHTS Assay for Iinhibitors of HIV-1 Budding by Blocking the Interaction of PTAP/TSG101; Tumor susceptibility gene 101 protein (Homo sapiens), Q99816; Fluorescence polarization, FITC-PTAP peptide / Tsg101 binding; Potency, µM (titrated, usually from 115 µM), for the others: top-dose activity change, negative = inhibition, hits mostly inhibitors; 340,000 tested, under 10 active; AID 493005, 2010; active = well fitted inhibition curve with a large enough effect in the main read-out, with a control signal flat, not every such curve was filed as active; inconclusive = small, poorly fitted or top-dose-only effect, or effect the other way, or a change in a side signal; inactive = no such curve, though single readings can be large or run the other way; note: potency is the fitted concentration of half-maximal effect; % of control where 0% means no effect
#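 Fluorescence polarization binding of Tsg101 binding domain (10 uM final) to FITC-labeled PTAP peptide (50 nM final) in HEPES pH 7.5 buffer with NaCl, Tween 20, EDTA, TCEP. Compounds added before peptide; binding 20 min at RT.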
# TRPV1 agonist – HTS Assay for Compounds that Act as Agonists of the Vanilloid Receptor 1. activation, % at 8.33 µM. Transient receptor potential cation channel subfamily V member 1 (Homo sapiens), Q8NER1. TRPV1-expressing cells, Fluo-8 calcium influx, agonist mode. AID 540275, 2011. hit rate 0.19% among 320,000; in the data active = activation above about 80%; inconclusive = between about 30% and that limit; note: 0% is about no effect
# Target sequence (Q8NER1 whole entry, looked up): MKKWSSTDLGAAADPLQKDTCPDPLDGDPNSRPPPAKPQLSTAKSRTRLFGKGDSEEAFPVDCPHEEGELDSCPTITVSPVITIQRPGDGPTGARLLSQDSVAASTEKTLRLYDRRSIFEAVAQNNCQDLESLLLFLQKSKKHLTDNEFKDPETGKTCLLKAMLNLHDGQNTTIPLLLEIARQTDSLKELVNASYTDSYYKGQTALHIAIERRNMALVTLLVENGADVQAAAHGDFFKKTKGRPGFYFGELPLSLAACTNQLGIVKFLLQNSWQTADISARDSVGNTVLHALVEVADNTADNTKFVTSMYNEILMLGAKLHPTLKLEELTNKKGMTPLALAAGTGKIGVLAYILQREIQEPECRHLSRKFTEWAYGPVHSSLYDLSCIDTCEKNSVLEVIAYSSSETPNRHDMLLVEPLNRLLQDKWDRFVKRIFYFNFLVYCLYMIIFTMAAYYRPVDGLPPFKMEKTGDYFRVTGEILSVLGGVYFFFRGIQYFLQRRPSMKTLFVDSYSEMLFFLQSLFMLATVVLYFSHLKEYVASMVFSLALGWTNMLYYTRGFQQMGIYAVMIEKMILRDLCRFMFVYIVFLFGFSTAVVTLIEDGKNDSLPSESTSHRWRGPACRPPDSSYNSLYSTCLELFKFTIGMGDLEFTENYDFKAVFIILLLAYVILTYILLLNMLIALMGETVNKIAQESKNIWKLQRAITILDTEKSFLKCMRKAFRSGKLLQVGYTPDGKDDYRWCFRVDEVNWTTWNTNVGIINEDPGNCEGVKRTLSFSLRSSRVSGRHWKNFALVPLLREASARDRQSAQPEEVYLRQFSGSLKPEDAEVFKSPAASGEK
#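 Fluo-8 calcium influx in TRPV1-expressing cells, kinetic read (ex 480/em 520 nm). Compound added and read 3 min for agonist activity, followed by capsaicin at EC20 final and 2 min further read for enhancement.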
# B2AR arrestin – qHTS assay of beta-arrestin-biased ligands of beta2-adrenergic receptor. hit rate 0.02% among 330,000. Potency, µM (series often up to 46.1 µM), inactives show at the top dose activation, hits mostly activators. beta-arrestin recruitment to beta2AR, cell-based reporter;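 note: potency is the fitted concentration of half-maximal effect; 0% = DMSO controls and full agonism = EC100 isoproterenol or metaproterenol; nearly all actives have a fitted effect of over 65% in size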
# ELG1 DNA repair – qHTS screen for small molecules that inhibit ELG1-dependent DNA repair in human embryonic kidney (HEK293T) cells expressing luciferase-tagged ELG1; hit rate 2.3% among 330,000; AID 504467, 2011; Potency, µM (top dose mostly 46.1 µM), for inactives: at the highest dose activity change, negative = inhibition, hits mostly inhibitors; HEK293T ELG1-luciferase reporter, luminescence, 16 h; DNA damage induced by 5-fluorouridine; note: potency is the fitted concentration of half-maximal effect; % is set by controls: 0 for no effect and ±100 for the full control effect; nearly all actives have a fitted effect of over 55% in size
#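 Quantitative HTS, concentration-response format. 2,000 cells/well co-treated with 5-fluorouridine and compound, 16 hr in 5% CO2 at 37 °C; ONE-Glo luminescence read after 30 min.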
# * marks the source's active call; other numbers are inactive results; ? = inconclusive; / = not tested or not shown; [ ] = remark or other dose. Unless noted, calls come from the whole dose curve; as a rule, active = well fitted curve in the direction sought with a large enough effect; inconclusive = small, poorly fitted or top-dose-only effect, or another doubt; inactive = no such curve, though single readings can be large; an effect the other way counts as inactive or inconclusive.
# Below each SMILES – A-T KAP1 phos, p53 reactivator, BRCA1 expr act, CXXC DNA block, TCR activator, Integrin act MD, TSG101-PTAP inh, TRPV1 agonist, B2AR arrestin, ELG1 DNA repair
CC12CCC(=O)N1C(C(=O)Nc1nnc(SCc3ccc(F)cc3)s1)CS2 (stereo not given)
  7.7%, -12.7%, 0.2%, -9.2%, 1.4%, 30.7%, -3.4%, 2.3, 0.5%, 3.0%
CC1C/C(=N/NC(=O)c2ccc(CSc3nc4ccccc4[nH]3)cc2)CC(C)(C)C1 (stereo not given)
  1.3%, 19.1%, 25.7%, 10.5%, -2.0%[46.1 µM], 6.5%, -1.5%, 5.0, -0.8%, 17.6%
Oc1ccc2ccccc2c1C=Nc1ccc(Cl)cn1
  -5.7%, 5.1%, -13.3%, ?, -2.0%, -12.0%, 1.7%, -1.1, -0.1%, 4.7%
O=C(NNc1cccc(Cl)c1)c1cccnc1Cl
  -8.8%, 10.8%, 27.0%, 1.6%, -5.6%[46.1 µM], -23.6%, 1.9%, -0.1, -0.2%, -10.2%
Cc1ccc(C(C)C)c(OCc2nn(CC(=O)c3ccc(Cl)cc3)c3[n+]2CCCCC3)c1
  -3.2%, -17.3%, -91.7%, 12.2%, 0.1%, -68.1%[inhibitor], -4.2%, 9.3, 0.4%, ?
O=C(Nc1ccc2c(c1)OCCO2)c1cc2ccccc2o1
  -5.0%, ?, ?, 0.6%, -8.6%, 11.0%, -0.2%, 80.6*, -0.1%, ?
C#CCOCCOCCOCCNc1nc(N2CCN(C(=O)C([C@@H](C)CC)n3cc(C(N)Cc4ccc(O)cc4)nn3)CC2)nc(N2CCN(C(=O)[C@H](CCC(=O)O)n3cc(C(N)[C@H](C)CC)nn3)CC2)n1 (stereo not given in full)
  3.4%, 1.3%, -6.7%, -26.1%, -9.0%, -5.8%, -2.6%, -1.8, -1.1%, 24.9%
COc1ccc(-c2nn(-c3ccccc3)cc2C(=O)N2CCN(S(=O)(=O)c3cccc(F)c3)CC2)cc1
  1.2%, -3.5%, -45.5%, /, -3.3%, -11.8%, -2.2%, 4.2, -0.1%, ?
CSc1ccc(S(=O)(=O)NCC(=O)OCC(=O)N(C)Cc2ccccc2)cc1[N+](=O)[O-]
  -0.4%, -3.4%, -8.4%, /, -4.3%, 12.1%, 1.0%, -4.4, -0.3%, ?
CNC(=O)NC(=S)NC(=O)c1ccc(OC)cc1
  -4.9%, 2.4%, 36.6%, 14.9%, 1.2%, 0.0%, -5.5%, -1.2, 3.1%, ?
Cc1cccc(NC(c2ccc(C)s2)c2ccc3ccc(C)nc3c2O)n1 (stereo not given)
  15.9%, 1.4%, -79.5%, -4.2%, 0.6%[46.1 µM], 0.0%, -0.7%, 12.9, 0.1%, ?
CCOCCCN(C(=O)c1ccco1)C(C(=O)NC1CCCC1)c1ccc(OC)cc1 (stereo not given)
  -0.7%, -0.2%, -7.1%, 0.6%, -3.1%, -0.6%, -7.2%, 3.7, 0.3%, ?
O=C(OCC(=O)c1ccc[nH]1)c1ccc(C(F)(F)F)cc1
  -6.4%, 7.9%, -10.6%, /, -0.1%[46.1 µM], -2.3%, -0.2%, /, 0.2%, 6.5%
COc1cc(OC)c(C2N(c3ccc(Cl)c(Cl)c3)C(=O)C3CCCN32)cc1OC (stereo not given)
  13.9%, -23.5%, 7.8%, 1.9%, 0.4%, 17.3%, -2.4%, ?, 0.2%, ?
CN1C(=O)N(C)C2(c3ccccc3)NNC(N)=NC12c1ccccc1 (stereo not given)
  -6.8%, 5.0%, -13.5%, -2.2%, -1.0%, 0.7%, -0.7%, 13.1, -0.3%, ?
COc1ccc(-c2nn(-c3ccccc3)cc2C(=O)Nc2nccs2)cc1
  1.4%, 4.4%, -66.1%, 18.2%, 0.3%, 24.2%, -0.8%, 26.1, -0.2%, 6.51µM*
Cc1ccccc1N1CN(Cc2ccco2)CNC1=S
  1.1%, -3.7%, -6.8%, 5.6%, -1.4%[46.1 µM], 6.5%, -1.6%, 0.5, -0.3%, -3.8%
COc1cc2c(cc1OC)CN(c1ccc3ccccc3n1)CC2
  13.0%, ?, 11.2µM*, 38.3%[activator], -0.1%, 0.0%, -0.7%, 2.7, -0.2%, ?
CCCCCc1ccc(-c2ccc(C(=O)O)cc2)nc1
  0.7%, 9.0%, ?, -3.7%, 2.6%[46.1 µM], 2.4%, -7.8%, 4.0, -0.5%, ?
CN(C)C(=S)NC(=O)C12CC3CC(C)(CC(C)(C3)C1)C2
  0.0%, -1.5%, -3.9%, -1.5%, 7.6%, 8.7%, 6.4%, 4.3, 0.4%, 5.4%
CCOC(=O)C1CCCN(CCC(=O)Nc2cccc(Cl)c2C)C1 (stereo not given)
  -1.1%, /, -1.4%, 16.8%, -9.1%, 7.5%, 0.5%, 6.6, 0.3%, 2.2%
O=C(Nc1ncn[nH]1)c1cc(S(=O)(=O)Nc2ccc(Cl)cc2)ccc1Cl
  -1.5%, -5.6%, 14.7%, 9.0%, -5.3%[46.1 µM], 3.7%, -1.1%, 0.0, 0.2%, -0.2%
COc1ccc(Cl)cc1NC(=O)c1nnn(CC(=O)Nc2cc(C)cc(C)c2)c1N
  2.3%, -4.8%, -9.9%, 3.3%, -9.8%, -16.8%, 0.5%, -2.4, 0.3%, ?
CC(C)C(NC(=O)C(NC(=O)C1O[C@@H]2OC(C)(C)O[C@@H]2[C@H]2OC(C)(C)O[C@@H]12)C(C)C)C(=O)O (stereo not given in full)
  0.9%, -0.7%, 28.4%, 3.9%, 4.4%, 2.4%, 1.7%, 1.5, -0.2%, 14.4%
Cc1ccc2cc(/C=N/NC(=O)CN3CCCCC3)c(Cl)nc2c1
  0.6%, -1.1%, 0.2%, -8.5%, 3.5%, 16.5%, -4.5%, 8.2, -0.2%, ?
CC(NC(=O)CSc1ncn[nH]1)c1ccc(Cl)cc1Cl (stereo not given)
  -1.3%, -2.3%, -15.6%, 3.9%, -16.1%, 3.9%, -1.5%, 2.0, 0.2%, 6.4%
O=C(Nc1cccc(NC(=O)c2cccs2)c1)c1ccc(Br)o1
  -20.0%, 1.3%, -3.0%, 9.6%, -4.2%, 11.8%, -0.3%, 7.7, -0.7%, -24.3%
COc1ccc(OCCSc2nc3ccccc3c(=O)[nH]2)cc1
  3.6%, 3.3%, 20.7%, 20.0%, 0.6%, 14.2%, -3.8%, -2.4, 0.2%, 3.5%
COc1ccc(CNC(=O)[C@@H]2CCCN2C(=O)[C@@H]2Cc3ccccc3CN2C(=O)OC(C)(C)C)cc1
  -11.8%, -2.0%, -9.5%, 4.1%, 10.4%, -25.3%, -10.9%, 4.1, -0.9%, 5.2%
CCn1c(CN2CCCCCC2=O)nnc1SCc1cnc(-c2ccccc2)s1
  5.9%, 4.8%, -12.9%, 4.9%, -3.3%, -22.2%, -7.3%, -1.1, -0.1%, 0.0%

# The closing two records of the section above come first, to join the parts.
# Below each SMILES – A-T KAP1 phos, p53 reactivator, BRCA1 expr act, CXXC DNA block, TCR activator, Integrin act MD, TSG101-PTAP inh, TRPV1 agonist, B2AR arrestin, ELG1 DNA repair
COc1ccc(CNC(=O)[C@@H]2CCCN2C(=O)[C@@H]2Cc3ccccc3CN2C(=O)OC(C)(C)C)cc1
  -11.8%, -2.0%, -9.5%, 4.1%, 10.4%, -25.3%, -10.9%, 4.1, -0.9%, 5.2%
CCn1c(CN2CCCCCC2=O)nnc1SCc1cnc(-c2ccccc2)s1
  5.9%, 4.8%, -12.9%, 4.9%, -3.3%, -22.2%, -7.3%, -1.1, -0.1%, 0.0%
CCOC(=O)c1ccccc1NC(=O)Nc1ccc(OC)c(OC)c1
  -5.7%, 4.2%, 13.1%, 5.6%, -6.6%, 14.9%, 0.0%, 0.2, -0.2%, 0.0%
CCCC(=O)Nc1nc2c(OC)ccc(OC)c2s1
  2.6%, -6.1%, -48.3%, -6.0%, 4.8%, -6.4%, -8.0%, 9.2, -0.2%, -0.8%
C/C=C/C(=O)Nc1cccc(C2=NOC3(C2)C[C@@H](C(N)=O)N(C(=O)/C(C)=C/C)C3)c1 (stereo not given in full)
  29.0%, 0.7%, -6.1%, -4.6%, -0.6%, -24.3%, /, 2.1, 0.0%, ?
COc1cc(/C=C2\SC(=Nc3c(C)n(C)n(-c4ccccc4)c3=O)NC2=O)ccc1O
  -10.5%, -13.3%, -12.5%, 95.2%[activator], 3.9%[46.1 µM], -14.9%, 5.6%, 1.1, 0.3%, -14.5%

# Screening results from PubChem BioAssay.
